Bioassay records deposited in PubChem BioAssay by National Center for Advancing Translational Sciences (NCATS).
JMJD2E inh: JMJD2E (human) inhibition | JMJD2E catalytic domain, FDH-coupled NADH fluorescence (FDH is formaldehyde dehydrogenase) | Potency, µM (titrated, usually from 57.1 µM), without a hit: top-dose activity change, negative = inhibition, actives largely listed as inhibitors | actives 1.6% (n = 230,000) | AID 2147; active means well fitted inhibition curve with a large enough effect, not every such curve was filed as active; inconclusive means small, poorly fitted or top-dose-only effect, or another doubt; inactive means no such curve, though single readings can be large or run the other way;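 further: 0% = wells with enzyme and -100% = buffer wells without enzyme; nearly all actives have a fitted effect of over 50% in size; many of its hits are not listed in these tables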
L3MBTL1 block: L3MBTL1 (human) inhibition; Potency, µM (top dose mostly 57.1 µM), without a hit: at the top dose activity, negative = inhibition, most hits filed as inhibitors; Q9Y468; AID 485360; actives 0.66% (n = 230,000); AlphaScreen L3MBTL1–H3K9me1 peptide binding; further: on the % scale 0 is the no-effect control and ±100 the full control effect; nearly all actives have a fitted effect of over 60% in size
Target sequence (Q9Y468 whole entry, looked up): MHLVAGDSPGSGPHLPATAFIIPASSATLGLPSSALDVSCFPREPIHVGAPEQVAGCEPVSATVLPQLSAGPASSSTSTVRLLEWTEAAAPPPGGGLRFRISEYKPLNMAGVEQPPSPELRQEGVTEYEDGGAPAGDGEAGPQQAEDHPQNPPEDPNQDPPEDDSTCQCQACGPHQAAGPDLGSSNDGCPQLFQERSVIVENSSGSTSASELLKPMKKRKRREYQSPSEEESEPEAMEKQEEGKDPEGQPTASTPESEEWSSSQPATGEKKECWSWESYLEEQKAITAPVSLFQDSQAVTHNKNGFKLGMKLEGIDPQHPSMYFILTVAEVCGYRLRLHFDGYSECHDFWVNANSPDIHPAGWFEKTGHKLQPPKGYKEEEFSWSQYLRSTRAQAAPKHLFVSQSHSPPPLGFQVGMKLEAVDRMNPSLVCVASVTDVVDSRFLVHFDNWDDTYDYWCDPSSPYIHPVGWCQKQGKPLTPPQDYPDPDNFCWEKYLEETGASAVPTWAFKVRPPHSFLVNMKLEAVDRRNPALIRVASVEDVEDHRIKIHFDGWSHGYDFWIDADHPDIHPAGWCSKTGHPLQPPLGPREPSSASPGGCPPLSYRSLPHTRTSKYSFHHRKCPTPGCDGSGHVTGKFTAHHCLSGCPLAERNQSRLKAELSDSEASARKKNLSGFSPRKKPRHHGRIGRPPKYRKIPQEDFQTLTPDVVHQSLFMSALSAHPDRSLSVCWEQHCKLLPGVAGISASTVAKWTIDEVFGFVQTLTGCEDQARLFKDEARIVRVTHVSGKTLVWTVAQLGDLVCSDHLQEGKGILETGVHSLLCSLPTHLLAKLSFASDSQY
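Read-out is AlphaScreen signal from streptavidin donor and nickel chelate acceptor beads (10 ug/mL final each) bridging L3MBTL1 (50 nM) and biotinylated K9-monomethylated H3(1-15) peptide (75 nM), after 30 min compound exposure at room temperature.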
KinaseGlo FLuc: Kinase-Glo luciferase inhibition (counter-screen) | Q27757 | Kinase-Glo luciferase, ATP luminescence, 8 min | Potency, µM (titrated, usually from 38.3 µM), without a hit: top-dose activity change, negative = inhibition, actives largely listed as inhibitors | actives 0.28% (n = 200,000); further: on the % scale 0 is the no-effect control and ±100 the full control effect; nearly all actives have a fitted effect of over 60% in size
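Compounds were added to a substrate mix at pH 7.2 (50 mM imidazole, 10 uM ATP, within the enzyme's linear range), followed by Kinase-Glo detection reagent; luminescence was measured after 8 minutes at ambient temperature.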
LMNA splice mod: LMNA splicing modulation. HeLa LMNA splicing GFP/RFP minigene ratio, 48 h. Potency, µM (series often up to 46.1 µM), for inactives: at the top dose ratio change, negative = inhibition, hits mostly inhibitors. actives 0.01% (n = 200,000); active means well fitted inhibition curve with a large enough effect in the signal ratio, with a control signal flat, not every such curve was filed as active; inconclusive means small, poorly fitted or top-dose-only effect, or effect the other way, or a change in a side signal; the % refers to the signal ratio; further: on the % scale 0 is the no-effect control and ±100 the full control effect
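S3 HeLa cells stably expressing lamin A-EGFP splicing minigene plus DsRed2, 600 cells/well, 48 h compound exposure at 37C. Laser-scanning cytometry; analysed as GFP (500-530 nm)/RFP (575-640 nm) total intensity ratio; 0.5% DMSO vehicle.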
ALDH1A1 inh: inhibitors of human aldehyde dehydrogenase 1A1. P00352. Purified ALDH1A1, NADH fluorescence, propionaldehyde substrate. Potency, µM (highest dose often 75.3 µM), inactives show top-dose activity, negative = inhibition, hits mostly inhibitors. actives 7.3% (n = 220,000). AID 1030; active means well fitted inhibition curve with a large enough effect, not every such curve was filed as active; inconclusive means small, poorly fitted or top-dose-only effect, or another doubt; inactive means no such curve, though single readings can be large or run the other way;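 further: plate controls were no enzyme wells and a reference inhibitor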
RECQ1 inh: RECQ1 (human) helicase inhibition; P46063; RECQ1 DNA unwinding, red fluorescence kinetic read; Potency, µM (top dose mostly 57.3 µM), for the others: at the highest dose activity, negative = inhibition, hits mostly inhibitors; actives 0.54% (n = 240,000);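 further: plate controls were vehicle for no effect and no enzyme for full effect; nearly all actives have a fitted effect of over 30% in size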
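50 nM RECQ1T1 preincubated 15 min with compound in Tris pH 8.0 buffer with MgCl2, DTT, Tween-20 and 2.5 ug/ml poly(dI-dC); started with 200 nM TAMRA/BHQ-2 forked duplex and 2 mM ATP. Unwinding read as fluorescence (525/598 nm), two reads 2 h apart.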
Tau ThT inhib: blocks human tau fibril formation measured by thioflavin T; AID 1460; actives 2.1% (n = 270,000); Potency, µM (highest dose often 57.4 µM), without a hit: at the top dose activity, negative = inhibition, most hits filed as inhibitors; recombinant tau K18 P301L (four-repeat tau fragment), heparin-induced fibrillization, ThT fluorescence; further: on the % scale 0 is the no-effect control and ±100 the full control effect; nearly all actives have a fitted effect of over 55% in size
Target sequence (P10636 561-689 P618L limits assumed): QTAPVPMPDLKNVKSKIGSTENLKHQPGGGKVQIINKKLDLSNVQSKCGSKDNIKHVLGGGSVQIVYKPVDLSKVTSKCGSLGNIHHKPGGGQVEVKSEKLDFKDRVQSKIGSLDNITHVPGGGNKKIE
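Tau K18 P301L fragment (15 uM unlabeled plus 0.24 uM Alexa 594-labeled) in 100 mM sodium acetate pH 7 with compound, fibrillization induced by 20 uM heparin for 6 hr at 37 C. Thioflavin T (30 uM) added, fluorescence read after 1 hr (ex 450, em 510 nm).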
SMN2 splice enh: SMN2 splice variant enhancement | HEK293 SMN2-luciferase splicing reporter, luminescence, 30-36 h | Potency, µM (doses to about 46.1 µM), without a hit: at the top dose activity change, positive = activation, hits mostly activators | AID 1458 | actives 2.8% (n = 210,000); further: % of control where 0% means no effect; nearly all actives have a fitted effect of over 55% in size
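HEK293 cells carry an SMN2 […]–luciferase reporter in which exon 7 inclusion puts luciferase in frame. Cells were plated 10-12 h before compound addition, then incubated 30-36 h at 37C. ONE-Glo luminescence was read; sodium butyrate at 4.5 mM final served as control.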
* marks the source's active call; other numbers are inactive results; & = joins results of further samples; [ ] = remark or other dose. Unless noted, the call rests on the fitted dose curve; in most records, active means well fitted curve in the direction sought with a large enough effect; inconclusive means small, poorly fitted or top-dose-only effect, or another doubt; inactive means no such curve, though single readings can be large; an effect the other way counts as inactive or inconclusive. Potency means the concentration at half of the fitted maximal effect. A portion of the library; rates above refer to the full screens.

CCn1c(Cc2c(C)[nH]c3ccccc23)nnc1SCC(=O)NCc1ccco1 was read as JMJD2E inh 10%, L3MBTL1 block -3%, KinaseGlo FLuc -1%, LMNA splice mod -4%, ALDH1A1 inh -4%, RECQ1 inh -4%, Tau ThT inhib -18% and SMN2 splice enh -24%.
`Cc1nn(-c2ccccc2)c(N)c1C1(O)C(=O)Nc2ccccc21` (stereo unspecified) gave JMJD2E inh 6%, L3MBTL1 block 1%, ALDH1A1 inh 8%, RECQ1 inh 11% and Tau ThT inhib -5%.
Screening CCOC(=O)/C(=C/c1ccc(F)cc1)NC(C)=O returned JMJD2E inh -1%, L3MBTL1 block 7%, KinaseGlo FLuc 5%, LMNA splice mod -4%, ALDH1A1 inh -22%, RECQ1 inh 4%, Tau ThT inhib -2% and SMN2 splice enh -10%.
`CCCCCn1c(=S)[nH]c2ncccc2c1=O` gave JMJD2E inh 3%, L3MBTL1 block 6%, KinaseGlo FLuc -1%, LMNA splice mod 12%, ALDH1A1 inh 6%, RECQ1 inh -17%, Tau ThT inhib -6% and SMN2 splice enh 0%.
`COc1cc(O)c2c(=O)cc(-c3ccccc3)oc2c1` gave JMJD2E inh 10%&-6%, L3MBTL1 block 1%, KinaseGlo FLuc -2%, ALDH1A1 inh 6%&-3%, RECQ1 inh -2%&-7% and Tau ThT inhib inconclusive.
Screening CCC(=O)N(Cc1ccco1)c1nc(-c2ccc(OC)cc2)cs1 returned JMJD2E inh 9%, L3MBTL1 block inconclusive, KinaseGlo FLuc 2%, LMNA splice mod 7%, ALDH1A1 inh 2%, RECQ1 inh -1%, Tau ThT inhib -8% and SMN2 splice enh -11%.
`CCOCC(=O)Nc1cc(C(=O)Nc2ccc(F)cc2)ccc1Cl` gave JMJD2E inh 15%, L3MBTL1 block 4%, KinaseGlo FLuc -12%, LMNA splice mod inconclusive, ALDH1A1 inh 13%, RECQ1 inh -9% and Tau ThT inhib 6%.
`C/C(=C\c1ccc(C)o1)C(=O)c1c(C)cc(C)[nH]c1=O` gave JMJD2E inh -2%, KinaseGlo FLuc 3%, LMNA splice mod 17%[9.22 µM], ALDH1A1 inh inconclusive, RECQ1 inh -9%, Tau ThT inhib -13% and SMN2 splice enh -42%[inhibitor].
COc1ccc(-c2cc(C(F)(F)F)n3nc(C(=O)O)cc3n2)cc1OC was read as JMJD2E inh -12%, L3MBTL1 block 5%, KinaseGlo FLuc -1%, LMNA splice mod 1%, ALDH1A1 inh -4%, RECQ1 inh 12%, Tau ThT inhib inconclusive and SMN2 splice enh 7%.
Screening COc1cc(C(=O)NCCCNc2nc3cc(C)cc(C)c3cc2C#N)cc(OC)c1OC returned JMJD2E inh inconclusive, L3MBTL1 block 2%, KinaseGlo FLuc -3%, LMNA splice mod 2%, ALDH1A1 inh inconclusive, RECQ1 inh 0%, Tau ThT inhib -14% and SMN2 splice enh 15%.
Screening CCN(Cc1ccccc1)C(=O)CN1C(=S)NC(C)(C)CC1C (stereo unspecified) returned JMJD2E inh 7%, L3MBTL1 block -4%, KinaseGlo FLuc 0%, LMNA splice mod -9%, ALDH1A1 inh 5%, RECQ1 inh -8%, Tau ThT inhib -9% and SMN2 splice enh -15%[1.84 µM].
Screening CC(C)C(=O)NC(=S)Nc1ccccn1 returned JMJD2E inh 4%, L3MBTL1 block 3%, LMNA splice mod inconclusive, ALDH1A1 inh inconclusive, RECQ1 inh 15% and Tau ThT inhib -4%.
For O=C(CSCc1ccccc1Br)N/N=C/c1ccc2c(c1)OCO2 the results were JMJD2E inh -1%, L3MBTL1 block inconclusive, KinaseGlo FLuc 1%, LMNA splice mod inconclusive, ALDH1A1 inh inconclusive, RECQ1 inh -10%, Tau ThT inhib inconclusive and SMN2 splice enh -16%.
`Oc1ccc(N=C/C=C/c2ccc(Br)cc2)cc1-c1nc2ccccc2s1` gave JMJD2E inh 14µM*, L3MBTL1 block inconclusive, KinaseGlo FLuc -6%, LMNA splice mod -26%, ALDH1A1 inh inconclusive, RECQ1 inh -6%, Tau ThT inhib 11µM* and SMN2 splice enh -1%[1.84 µM].
O=C(CSc1nc(-c2ccco2)cc(C(F)(F)F)n1)N1CCN(Cc2ccccc2)CC1 was read as JMJD2E inh -8%, L3MBTL1 block -1%, KinaseGlo FLuc -3%, LMNA splice mod -3%, ALDH1A1 inh 16µM*, RECQ1 inh -10%, Tau ThT inhib inconclusive and SMN2 splice enh -29%.
COc1cc(/C=N/NC(=O)c2ccc([N+](=O)[O-])cc2Cl)cc(Br)c1O was read as JMJD2E inh 4%, L3MBTL1 block -4%, KinaseGlo FLuc 2%, LMNA splice mod -21%, ALDH1A1 inh 10%, RECQ1 inh -5%, Tau ThT inhib inconclusive and SMN2 splice enh 21%.
For Cc1cc(C)c(NC(=S)NC(=O)c2ccc(-c3ccccc3)cc2)c(C)c1 the results were JMJD2E inh 0%, L3MBTL1 block -3%, KinaseGlo FLuc 2%, LMNA splice mod inconclusive, ALDH1A1 inh 10µM*, RECQ1 inh -6%, Tau ThT inhib -9% and SMN2 splice enh 138%.
COC(=O)C1=C(C)n2nnnc2NC1c1ccc(Cl)cc1 (stereo unspecified) was read as JMJD2E inh 2%, L3MBTL1 block 12%[11.4 µM], KinaseGlo FLuc -1%, LMNA splice mod 10%, ALDH1A1 inh 1%, RECQ1 inh -11%, Tau ThT inhib -3% and SMN2 splice enh -17%.
`Cn1c(Cn2c(=O)sc3ccccc32)nnc1SCC(=O)NC1CCCC1` gave JMJD2E inh 6%, L3MBTL1 block 15%, KinaseGlo FLuc 2%, LMNA splice mod 3%, ALDH1A1 inh -1%, RECQ1 inh -1%, Tau ThT inhib 6% and SMN2 splice enh 5%.
`Cn1cccc1-c1nc2ccccc2[nH]1` gave JMJD2E inh inconclusive, L3MBTL1 block -26%, RECQ1 inh inconclusive and Tau ThT inhib -12%.
`CCOc1cc(C(=O)N2CCN=C2SC)cc(OCC)c1OCC` gave JMJD2E inh -1%, L3MBTL1 block 3%[11.4 µM], KinaseGlo FLuc -3%, LMNA splice mod 6%, ALDH1A1 inh 12%, RECQ1 inh -7%, Tau ThT inhib -5% and SMN2 splice enh -2%.
`COc1ccc(-c2c/c(=N\c3nc(-c4ccccc4)c(C)s3)c3ccccc3o2)cc1O` gave JMJD2E inh 6%, KinaseGlo FLuc -4%, LMNA splice mod inconclusive, ALDH1A1 inh 9%, RECQ1 inh -14%, Tau ThT inhib inconclusive and SMN2 splice enh -19%.
Screening CCn1cc(CNC(=S)Nc2cccc(Cl)c2C)cn1 returned JMJD2E inh -4%, L3MBTL1 block -2%[11.4 µM], KinaseGlo FLuc 3%, LMNA splice mod -15%[46 µM], ALDH1A1 inh inconclusive, RECQ1 inh inactive, Tau ThT inhib -10% and SMN2 splice enh -5%.
Screening COc1cc(/C=N/Nc2nc(N3CCCC3)nc(N3CCCC3)n2)ccc1OCc1ccccc1F returned JMJD2E inh 8%, L3MBTL1 block -19%, RECQ1 inh -4% and Tau ThT inhib inconclusive.
COc1ccc(C2=Nn3c(nnc3-c3cccnc3)SC2)cc1OC was read as JMJD2E inh -4%, L3MBTL1 block -10%, KinaseGlo FLuc 4%, LMNA splice mod -1%, ALDH1A1 inh 4%, RECQ1 inh -3%, Tau ThT inhib -14% and SMN2 splice enh inconclusive.
Screening CN(C)CC#CCC(O)(c1ccccc1)c1ccccc1 returned JMJD2E inh -2%, L3MBTL1 block -26%, RECQ1 inh -1% and Tau ThT inhib 2%.
N#CCCn1cc(C(=O)Nc2ccccc2Br)c(-c2cc3ccccc3o2)n1 was read as JMJD2E inh -1%, L3MBTL1 block -4%, KinaseGlo FLuc 8%, LMNA splice mod -22%, ALDH1A1 inh -4%, RECQ1 inh -2%, Tau ThT inhib 7% and SMN2 splice enh -21%.
`COc1ccc(NC(=O)C2=NN(C3CCS(=O)(=O)C3)C(=O)CC2)cn1` (stereo unspecified) gave JMJD2E inh -7%, KinaseGlo FLuc -2%, ALDH1A1 inh -1%, RECQ1 inh inactive, Tau ThT inhib -4% and SMN2 splice enh -5%.
`COc1ccccc1CN1CCCCC1C(=O)O` (stereo unspecified) gave JMJD2E inh 4%, L3MBTL1 block 0%, KinaseGlo FLuc -1%, LMNA splice mod 16%[9.22 µM], ALDH1A1 inh 11%, RECQ1 inh -7%, Tau ThT inhib 11% and SMN2 splice enh inconclusive.
`Nc1nc(SCc2nc(-c3ccccc3)no2)[nH]c(=O)c1-c1ccccc1` gave JMJD2E inh 6%, KinaseGlo FLuc 3%, LMNA splice mod -3%, ALDH1A1 inh inconclusive, RECQ1 inh -8%, Tau ThT inhib -22% and SMN2 splice enh -15%.
Screening Cc1ccc2nc(C3CCN(S(=O)(=O)c4ccc5ccccc5c4)CC3)[nH]c2c1 returned JMJD2E inh -8%, KinaseGlo FLuc 1%, LMNA splice mod inconclusive, ALDH1A1 inh inconclusive, RECQ1 inh -7%, Tau ThT inhib 12% and SMN2 splice enh -17%.
`CSc1ccccc1C(=O)NCc1ccc(C)cc1` gave JMJD2E inh 5%, L3MBTL1 block 11%, KinaseGlo FLuc 0%, ALDH1A1 inh -6%, RECQ1 inh inactive, Tau ThT inhib -4% and SMN2 splice enh 3%.
Screening Cc1c([N+](=O)[O-])c(N)nn1C returned JMJD2E inh 5%, L3MBTL1 block 3%, RECQ1 inh -5% and Tau ThT inhib -3%.
`Cc1ccc(NCc2nnc(SCC(=O)Nc3ncc(C)s3)n2Cc2ccco2)c(C)c1` gave JMJD2E inh 5%, L3MBTL1 block 2%, KinaseGlo FLuc 11%, LMNA splice mod 8%, ALDH1A1 inh -2%, RECQ1 inh inactive, Tau ThT inhib -4% and SMN2 splice enh -15%.
